SENP7 block: SENP7 protease inhibitors, primary screen, biochemical, luminescence, uHTS; recombinant SENP7, Z-RLRGG-aminoluciferin luminescence, 40 min; inhibition, % at 5 µM; 330,000 tested, 1.5% active; AID 434973, 2010;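 active = inhibition above about 50% at the single test dose, limit read from the data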;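 note: plate controls were DMSO with enzyme for no effect and no enzyme buffer wells for full effect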
UBC13 polyUb: UBC13 polyubiquitin chain formation inhibitors, primary screen, biochemical, TR-FRET, uHTS; Ubiquitin-conjugating enzyme E2 N (Homo sapiens), P61088; inhibition, % at 20 µM; 330,000 tested, 0.47% active; AID 485273, 2010; in the data active = inhibition above about 45%, passing the limit was not always enough
Target sequence (P61088 whole entry, looked up): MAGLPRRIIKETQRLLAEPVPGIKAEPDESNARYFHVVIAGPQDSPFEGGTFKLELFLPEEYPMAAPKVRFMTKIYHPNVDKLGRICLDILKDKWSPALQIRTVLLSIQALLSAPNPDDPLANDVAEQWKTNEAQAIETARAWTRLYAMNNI
PfGluPho inh: PfG6PD enzyme inhibitors, primary screen, biochemical, fluorescence intensity, uHTS; glucose-6-phosphate dehydrogenase-6-phosphogluconolactonase (Plasmodium falciparum 3D7); PfGluPho enzyme, NADPH resazurin-diaphorase fluorescence; inhibition, % at 20 µM; 350,000 tested, 0.78% active; AID 504690, 2011;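 active = inhibition reaching at least a set limit at 20 µM in the primary screen, cut at about 59% in these data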;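 note: 0% = DMSO wells with substrate and 100% = DMSO wells lacking glucose-6-phosphate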
SENP1 inh: human SENP1 catalytic domain inhibitors, primary screen, biochemical, FRET, uHTS; Sentrin-specific protease 1 (Homo sapiens), Q9P0U3; recombinant SENP1 catalytic domain, CyPet-SUMO1-YPet FRET cleavage; AID 624204, 2012; inhibition, % at 10 µM; 360,000 tested, 0.21% active;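 active = inhibition at least 30% at 10 µM, raw YFP signal under a set limit, fluorescence ratio 0.5 to 1.5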;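 note: 0% = enzyme with DMSO and 100% = no enzyme wells; some results filed as inactive read as strong as hits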
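Compound: 10 µM single point, 0.5% DMSO; Test system: hSENP1 catalytic domain, recombinant; Timing: 50 min reaction at room temperature; Technique: FRET, CFP and YFP emission; Control set: no-enzyme wells low, DMSO-plus-enzyme wells high control.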
SENP6 inh: SENP6 protease inhibitors, primary screen, biochemical, luminescence, uHTS. Recombinant SENP6 catalytic domain, aminoluciferin luminescence. inhibition, % at 10 µM. AID 2599, 2010. 330,000 tested, 1.8% active;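 active = inhibition above about 50% at the single tested dose, limit read from the data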;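 note: plate controls were DMSO wells with enzyme for no effect and DMSO wells lacking enzyme for full effect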
Target sequence (Q9GZR1 628-1112 limits assumed): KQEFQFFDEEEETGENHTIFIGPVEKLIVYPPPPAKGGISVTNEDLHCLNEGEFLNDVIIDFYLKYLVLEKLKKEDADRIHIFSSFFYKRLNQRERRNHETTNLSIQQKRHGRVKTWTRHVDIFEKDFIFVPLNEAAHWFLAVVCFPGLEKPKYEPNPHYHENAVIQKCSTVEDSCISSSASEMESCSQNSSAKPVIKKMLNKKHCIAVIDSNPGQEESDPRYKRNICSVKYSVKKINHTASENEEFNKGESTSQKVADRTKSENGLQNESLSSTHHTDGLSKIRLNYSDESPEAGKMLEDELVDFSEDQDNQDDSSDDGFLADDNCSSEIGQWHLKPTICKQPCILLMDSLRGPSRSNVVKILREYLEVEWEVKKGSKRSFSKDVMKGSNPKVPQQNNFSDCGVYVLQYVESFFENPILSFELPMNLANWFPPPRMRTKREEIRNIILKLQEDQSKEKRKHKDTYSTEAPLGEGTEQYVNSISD
SENP8 block-1: SENP8 protease inhibitors, primary screen, biochemical, luminescence; purified SENP8, Z-RLRGG-aminoluciferin cleavage; AID 2540, 2010; inhibition, % at 10 µM; Sentrin-specific protease 8 (Homo sapiens), Q96LD8; 330,000 tested, 1.2% active; in the data active = inhibition above about 50%
Target sequence (Q96LD8 whole entry, looked up): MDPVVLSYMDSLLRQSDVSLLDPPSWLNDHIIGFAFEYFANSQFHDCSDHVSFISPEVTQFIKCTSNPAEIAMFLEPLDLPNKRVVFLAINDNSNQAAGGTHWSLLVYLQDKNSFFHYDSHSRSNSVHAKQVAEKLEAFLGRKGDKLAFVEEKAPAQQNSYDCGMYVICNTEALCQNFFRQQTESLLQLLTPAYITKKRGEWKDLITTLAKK
MIN6 prolif: inducers of MIN6 beta-cell proliferation, primary screen, ATP luminescence, uHTS; MIN6 cells proliferation, ATPlite luminescence, 48 h; cells starved in 0.2% serum; 100% = growth in 10% serum; proliferation, % at 10 µM; 330,000 tested, 0.29% active;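 active = compounds whose signal lies at least 3.5 SD above the mean of all wells on their plate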;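 note: 0% = DMSO-treated cells in low-serum medium and 100% = 10% serum control; some compounds called inactive have numbers as strong as hits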
SENP8 block-2: human SENP8 protease inhibitors, primary screen, biochemical, fluorescence, Nedd8 protein substrate, uHTS | Sentrin-specific protease 8 (Homo sapiens), Q96LD8 | recombinant SENP8 | inhibition, % at 20 µM | 360,000 tested, 0.64% active | AID 602440, 2012; in the data active = inhibition mostly above about 40%, no sharp cut-off; inactive = mostly below about 27%
HKDC1 inhibitor: HKDC1 hexokinase inhibitors, primary screen, biochemical, fluorescence, uHTS; inhibition, % at 20 µM; 340,000 tested, 0.16% active; recombinant HKDC1, G6PDH/diaphorase resazurin coupled fluorescence; Q2TB90;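 active = inhibition above about 35% when tested at 20 µM, limit read from the data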;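 note: plate controls were DMSO wells with enzyme for no effect and DMSO wells lacking enzyme for full effect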
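Test system: Recombinant HKDC1 (HK5) hexokinase enzyme, produced in-house | Input: HKDC1 at 5 µg/mL | Buffer or medium: Tris pH 8.0 buffer with MgCl2, Tween-20, BSA, BME | Schedule: 90 min reaction incubation at room temperature, dark | Technique: Resazurin-to-resorufin fluorescence via G6PDH and diaphorase coupling, 525/613 nm | Controls: DMSO wells with and without enzyme mix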
An asterisk follows results filed as active; nt = no result given.

SMILES,SENP7 block,UBC13 polyUb,PfGluPho inh,SENP1 inh,SENP6 inh,SENP8 block-1,MIN6 prolif,SENP8 block-2,HKDC1 inhibitor
CC(=O)c1cc(OC(=O)N2CCOCC2)ccc1OC(=O)N1CCOCC1,7,-2,-10,2,-2,-8,4,11,-2
CCCCN1C(=O)C(O)(c2ccccc2)c2cc(Br)ccc21 (stereo not given),0,3,10,1,-15,-6,2,17,-4
CCOc1ccccc1N(C)C(=O)c1ccc2c(=O)n3c(nc2c1)CCCCC3,9,-1,4,2,-10,-13,1,11,-4
CC(=O)Nc1ccc(S(=O)(=O)N2CCN(CCC#N)CC2)cc1,-3,4,4,3,7,1,-1,9,-4
Cc1cccc(CCNC(=O)CCS(=O)(=O)c2cc3c(cc2C)NC(=O)CO3)c1,-2,2,-1,2,-2,4,-5,18,-7
Clc1ccc(C2=Nn3c(nnc3-c3n[nH]c4c3CCC4)SC2)cc1Cl,-3,13,42,3,-2,-4,-6,10,7
CC(C)c1cc(Nc2cccc(O)c2)cc(C(C)C)c1O,-1,-33,nt,nt,0,-5,-6,nt,nt
O=C(CSc1nnc(-c2ccccc2F)o1)NC1CCCCC1,-6,-1,-11,0,-22,-9,1,10,1

Next part.
SMILES,SENP7 block,UBC13 polyUb,PfGluPho inh,SENP1 inh,SENP6 inh,SENP8 block-1,MIN6 prolif,SENP8 block-2,HKDC1 inhibitor
O=C(CSc1ccc(-c2ccc(F)cc2)nn1)NCCc1ccccc1,-1,-2,-2,1,7,1,-3,18,-3
O=C(O)Cn1nc(-c2ccccc2)oc1=O,2,3,-20,3,9,3,0,16,-11
O=C(Oc1ccccc1Cl)c1ccc(-n2cncn2)nc1,-2,-11,5,1,-11,-8,-3,-7,-8
COc1ccccc1/C=C/CN1CCC(n2nccc2NC(=O)C2CC2)CC1,7,4,-9,-1,-6,6,-4,5,-1
COCCOC(=O)c1[nH]c2c(c1C)C(=O)CC(c1ccc(F)cc1)C2 (stereo not given),0,-1,14,-2,-12,-10,-5,5,-5
CC(=O)C1CCC2C3CCC4CC(=O)CCC4(C)C3C(O)CC12C (stereo not given),nt,nt,0,-1,nt,nt,nt,6,1
Cc1ccc(CN2CC(C(=O)N3CCN(c4ccccc4Cl)CC3)CC2=O)cc1 (stereo not given),-9,18,0,2,-20,-3,1,8,-7
O=C(Cn1cnc2cc([N+](=O)[O-])ccc2c1=O)Nc1cccc(S(=O)(=O)N2CCCCC2)c1,nt,nt,8,-45,nt,nt,nt,-120,7

Later entries:
SMILES,SENP7 block,UBC13 polyUb,PfGluPho inh,SENP1 inh,SENP6 inh,SENP8 block-1,MIN6 prolif,SENP8 block-2,HKDC1 inhibitor
Cc1ccc(Cn2nc(C)c(C(=O)NCC(c3cccs3)N3CCOCC3)c2Cl)cc1 (stereo not given),9,1,-22,0,-1,-4,-3,5,0
CCCCNC(=O)/C=C1\Sc2ccccc2NC1=O,7,-7,18,-11,11,-7,-5,-224,5
O=[N+]([O-])c1ccc(O)c(/C=N/n2cnnc2)c1,2,2,-18,-7,-4,3,0,11,7
O=C(c1ccccc1Cl)N1CCN(S(=O)(=O)N2CCCCC2)CC1,2,4,-12,1,-26,-1,0,11,5
CC(C)Nc1nc(Oc2ccc(Cl)cc2)cc(C(F)(F)F)n1,3,6,-1,2,-7,6,-2,-274,2
COc1ccc(C(=O)NCC2OCCc3ccccc32)cc1OC (stereo not given),-4,1,11,1,-7,-1,0,11,-11
CNC(=O)Nc1ccccc1NC(=O)NC,5,2,3,1,4,-5,-2,7,3
O=S(=O)(NCCc1ccccc1)c1ccc(Br)s1,-1,-3,11,0,-9,9,1,3,-2

Next entries.
SMILES,SENP7 block,UBC13 polyUb,PfGluPho inh,SENP1 inh,SENP6 inh,SENP8 block-1,MIN6 prolif,SENP8 block-2,HKDC1 inhibitor
CCn1c(SCC(=O)NNC(=O)c2ccc(C)cc2)nnc1-c1ccncc1,9,-15,-15,-1,1,3,-3,0,-5
COc1ccccc1NC(=O)C1=C(C)Nc2nc(-c3cccs3)nn2C1c1cccnc1 (stereo not given),-8,-11,8,1,3,-2,-3,5,-9
COc1cccc(-c2cc(C(F)(F)F)c(C#N)c(=O)[nH]2)c1,35,7,-4,-174,85*,85*,-1,-443,-9
CC1=C(C(N)=O)C(c2ccccc2[N+](=O)[O-])n2ncnc2N1 (stereo not given),6,-27,65*,-9,17,-1,-3,2,2
CN(CC(=O)Nc1cccc(F)c1)C(=O)CNS(=O)(=O)c1ccc(N(C)C)c([N+](=O)[O-])c1,14,-12,15,3,-10,-8,-4,15,-1
COCCOc1ccc(C(F)(F)F)cc1NC(=O)COC(=O)c1c(C)noc1C,-4,-14,5,1,-19,-14,3,3,-3
CCCC(=O)OCC(=O)Nc1ccc(OC(F)F)cc1,5,-3,-8,0,2,2,-1,23,-3
COC(=O)c1[nH]c2ccccc2c1Sc1ccccc1,5,-3,5,0,2,0,-1,-44,-1

A different layout for some results above.
Each structure is followed by: SENP7 block	UBC13 polyUb	PfGluPho inh	SENP1 inh	SENP6 inh	SENP8 block-1	MIN6 prolif	SENP8 block-2	HKDC1 inhibitor
- COc1ccccc1NC(=O)C1=C(C)Nc2nc(-c3cccs3)nn2C1c1cccnc1 (stereo not given)
→ -8	-11	8	1	3	-2	-3	5	-9
- CC1=C(C(N)=O)C(c2ccccc2[N+](=O)[O-])n2ncnc2N1 (stereo not given)
→ 6	-27	65*	-9	17	-1	-3	2	2

(list continues)
SMILES,SENP7 block,UBC13 polyUb,PfGluPho inh,SENP1 inh,SENP6 inh,SENP8 block-1,MIN6 prolif,SENP8 block-2,HKDC1 inhibitor
COc1ccc(CNC(=O)COC(=O)c2cc(S(=O)(=O)N3CCOCC3)ccc2O)cc1OC,-12,3,-11,1,-1,9,0,-298,1
Cc1cccc(N2CCN(Cc3oc(CO)cc(=O)c3O)CC2)c1C,-7,6,-21,-1,-9,0,0,6,-10
CC1C/C(=N/N=C2/NC(=O)CS2)CC(C)(C)C1 (stereo not given),-8,6,-16,1,-5,-4,-1,5,-2
CN1C(=S)SC(/[N+]([O-])=C/c2ccc(Cl)cc2)C1(C)C (stereo not given),-2,11,7,2,9,1,-4,30,-7
COC(=O)c1sc(C(F)(F)F)c(-c2ccccc2)c1S(=O)(=O)NC(C)(C)C,0,4,4,0,0,4,4,11,3
CCOc1cc(/C=C/C(=O)c2ccc3c(c2)OCCO3)ccc1OCC(=O)N(C)C,1,6,13,-9,-13,-5,-3,-81,4
CC(OC(=O)Cn1cnc2c1c(=O)n(C)c(=O)n2C)C(=O)N(C)c1ccccc1 (stereo not given),9,-5,5,1,-20,-7,-2,-1,-6
COc1ccc(/C=N/N=C2/NC(=O)C(CC(=O)NC(C)C)S2)cc1 (stereo not given),-5,-25,-18,3,-26,-7,2,11,4

The listing continues:
SMILES,SENP7 block,UBC13 polyUb,PfGluPho inh,SENP1 inh,SENP6 inh,SENP8 block-1,MIN6 prolif,SENP8 block-2,HKDC1 inhibitor
COCCn1c(SCC(=O)Nc2sc(C)c(C)c2C#N)nnc1-c1ccc(OC)cc1,0,6,-9,3,4,-1,-2,30,-6
CC12CCC(=O)N1C(C(=O)OCC(=O)Nc1cccc(S(=O)(=O)N3CCCCCC3)c1)CS2 (stereo not given),-2,-20,-5,1,-20,-3,-2,8,7
CCCCOc1ccc(S(=O)(=O)N2CCCCC2)cc1,-10,0,6,-1,1,-3,-2,-3,5
COc1ccc(CN2CCCCCC2)c(C)c1C,-3,15,-2,0,-15,-11,1,16,-6
CSc1ccccc1NC(=O)CN(C)CC(=O)NCC(=O)Nc1ccc(F)cc1,14,-4,-6,2,-10,-4,2,0,-3
O=C(Cc1ccc(F)cc1)Nc1ccccc1N1CCCC1,7,0,-9,-2,-9,-2,-1,26,8
COc1ccc(S(=O)(=O)C(C#N)c2nc3ccccc3nc2N2CCC(C)CC2)cc1 (stereo not given),17,-24,nt,nt,6,-3,-4,nt,nt
Cc1cc(/C=N/NC(=O)c2cccc([N+](=O)[O-])c2)c(C)n1-c1ccccc1,-19,-18,11,1,-6,-6,-1,13,-10

Continuation.
SMILES,SENP7 block,UBC13 polyUb,PfGluPho inh,SENP1 inh,SENP6 inh,SENP8 block-1,MIN6 prolif,SENP8 block-2,HKDC1 inhibitor
O=C(COc1ccc(S(=O)(=O)N2CCOCC2)cc1Cl)NCc1ccco1,-11,-1,-8,0,-10,-1,2,5,2
O=C(CCc1ccccc1)NCCSc1ccccc1,-3,2,-7,1,-7,-2,-2,8,-1
CC[C@]12c3[nH]c4cc(-c5ccco5)ccc4c3CCN1C(=O)[C@@H](CC(=O)NCCCN(C)C)C[C@@H]2C(=O)N1CCN(C(=O)C2CC2)CC1,0,nt,3,-4,nt,nt,nt,-328,-6
CC(OC(=O)CNC(=O)c1sc2ccccc2c1Cl)C(=O)NC1(C#N)CCCCC1 (stereo not given),1,10,-3,-1,-15,0,-1,14,-2
CCOC(=O)c1ccc(NC(=S)NNC(=O)COC)cc1,-6,7,16,3,-1,-3,1,-8,-10
CN(C)/C=C1\NC(=S)N(c2ccccc2)C1=O,4,-8,47,2,1,6,-3,10,-6
COc1cc([N+](=O)[O-])ccc1NC(=O)c1cccc(NC(=O)C(C)C)c1,-10,-28,15,-2,-2,-5,7.8*,20,-6
Cc1cc(C)cc(NC(=O)Cn2c(=O)oc3cc(S(=O)(=O)N4CCC(C)CC4)ccc32)c1,6,-8,-17,0,-2,11,-2,13,5
COc1cccc(CC(NC(C)=O)C(=O)NC2CCN(c3c(Cc4ccccc4)c(C)nc4ncnn34)CC2)c1OC (stereo not given),-2,0,1,-2,11,8,0,8,-10
O=C(CCN1C(=O)/C(=C/c2cccc(Br)c2)SC1=S)Nc1cccnc1,-2,1,8,4,-3,-2,-2,16,-4
COc1ccc(NS(=O)(=O)c2ccc(-c3ccccn3)s2)cc1,-2,-4,-16,1,10,0,0,14,-2

Assay outcomes from PubChem BioAssay.
